# S1P1 ag pot = S1P1 agonists and agonism potentiators, primary screen, cell-based, primary and confirmation screens, CRE-bla reporter | S1P1 CRE-bla cells, forskolin, beta-lactamase FRET, potentiator mode; S1P1 agonist co-added at EC20, 2 nM; 100% = saturating reference agonist, 0% = basal | activation, % at 9.5 µM | actives 0.57% (n = 56,000);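 active = activation above a cutoff set at the mean activation of all tested compounds plus 3 SD, cut at about 54% in these data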;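 note: forskolin at 4 µM as EC80 and the EC20 agonist is SEW2871; 100% = SEW2871 at its EC100 plus forskolin at EC80; some compounds past the cut are filed as inactive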
# 5HT1E antag = 5-HT1E receptor antagonists, primary screen, cell-based, HTS | 5-hydroxytryptamine receptor 1E (Homo sapiens), P28566 | CHO 5-HT1E Ga15 NFAT-bla reporter, FRET, antagonist | inhibition, % at 6 µM | actives 0.99% (n = 65,000) | AID 571, 2007;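 active = inhibition above a set limit, the mean inhibition across every tested compound plus 3 SD, cut at about 29% in these data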;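 note: signal is the 460 over 535 nm emission ratio of beta-lactamase substrate; 0% = agonist plus DMSO wells and 100% = wells without agonist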
# S1P3 agonist = human S1P3 receptor agonists, primary screen, cell-based, primary and confirmation, NFAT-BLA reporter; Sphingosine 1-phosphate receptor 3 (Homo sapiens), Q99500; S1P3 NFAT-BLA reporter cells, agonism, FRET ratio; relative to 1 µM S1P, basal subtracted; activation, % at 4.5 µM; actives 0.1% (n = 60,000);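 active = activation above the screen-wide mean plus 3 SD, cut at about 4.5% in these data, passing the limit was not always enough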; note: some compounds called inactive have numbers as strong as hits
# Target sequence (Q99500 whole entry, looked up): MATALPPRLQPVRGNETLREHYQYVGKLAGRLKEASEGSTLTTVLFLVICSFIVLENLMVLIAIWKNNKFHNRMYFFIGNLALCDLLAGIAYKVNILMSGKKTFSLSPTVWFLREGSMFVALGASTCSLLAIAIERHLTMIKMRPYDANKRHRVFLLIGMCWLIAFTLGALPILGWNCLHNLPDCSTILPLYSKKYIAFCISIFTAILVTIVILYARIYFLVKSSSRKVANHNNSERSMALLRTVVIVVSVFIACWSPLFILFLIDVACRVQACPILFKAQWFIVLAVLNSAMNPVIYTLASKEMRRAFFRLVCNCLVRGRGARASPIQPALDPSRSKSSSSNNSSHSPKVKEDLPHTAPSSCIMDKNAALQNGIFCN
#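 Measure – % activation relative to 1 µM S1P (100%), per plate · System – stable CHO line with human S1P3, Gα16, NFAT-BLA reporter · Timing – cells plated overnight, compound 4 h 37 °C, substrate 2 h RT · Technique – fluorescent BLA substrate, ex 405 nm, em 460/535 nm ratio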
# 5HT1E ag = 5-HT1E receptor agonists, primary screen, cell-based, HTS; 5-hydroxytryptamine receptor 1E (Homo sapiens), P28566; CHO 5-HT1E Ga15 NFAT-bla reporter, FRET; 0% DMSO wells, 100% control agonist wells; activation, % at 6 µM; actives 0.69% (n = 65,000);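 active = activation above a set limit, the screen-wide mean activation plus 3 SD, cut at about 8.5% in these data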;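 note: 100% = positive control agonist at 1 µM giving full maximal response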
# Jurkat tox 60K = cytotoxicity toward Jurkat T cells, primary screen, cytotoxicity control, cell-based, Jurkat E6.1, 60K MLSMR library. Jurkat E6.1 viability, ATP luminescence, 48 h. inhibition, % at 4 µM. actives 1.2% (n = 56,000);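 active = inhibition above the mean inhibition of all tested compounds plus 3 SD, cut at about 28% in these data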
# 5HT1a ag = human 5-HT1a receptor agonists, primary screen, cell-based, CHO, Ga15 NFAT-bla reporter. 5-hydroxytryptamine receptor 1A (Homo sapiens), P08908. CHO 5-HT1a Ga15 NFAT-bla reporter, FRET ratio; 0% basal, 100% maximal reference agonist. activation, % at 10 µM. actives 0.56% (n = 65,000). AID 567, 2006;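 active = activation above the screen-wide mean activation plus 3 SD, cut at about 19% in these data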;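 note: 0% = DMSO wells and 100% = 5-CT at EC100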
# Target sequence (P08908 whole entry, looked up): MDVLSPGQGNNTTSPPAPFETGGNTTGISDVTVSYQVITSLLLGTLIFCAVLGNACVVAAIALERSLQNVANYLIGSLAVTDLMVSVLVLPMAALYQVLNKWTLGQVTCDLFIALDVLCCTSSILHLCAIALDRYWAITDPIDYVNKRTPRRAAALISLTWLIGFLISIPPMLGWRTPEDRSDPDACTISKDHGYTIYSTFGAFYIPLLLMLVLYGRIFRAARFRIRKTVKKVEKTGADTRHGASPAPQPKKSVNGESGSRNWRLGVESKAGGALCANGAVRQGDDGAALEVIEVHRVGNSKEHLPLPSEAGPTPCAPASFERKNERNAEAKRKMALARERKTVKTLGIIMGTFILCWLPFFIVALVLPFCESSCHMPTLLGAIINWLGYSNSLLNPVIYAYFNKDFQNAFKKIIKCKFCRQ
# HEK293 NFkB inh = inhibitors of PMA/ionomycin-induced NF-kB reporter, primary screen, antigen receptor NF-kB inhibitor project, cell-based, HEK-293 luciferase reporter, luminescence. HEK-293 NF-kB luciferase reporter. inhibition, % at 3 µM. actives 0.21% (n = 62,000). AID 465, 2006;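 active = inhibition above the mean of all tested compounds plus 3 SD, cut at about 40% in these data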;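 note: 0% = stimulated DMSO wells and 100% = 10 µM reference inhibitor 5653914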
#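 System: NF-kB luciferase reporter HEK-293 cells | Replication: Single test | Control set: DMSO vs reference inhibitor | Evaluation: % inhibition | Schedule: 1 h pretreatment, 16 h stimulation, 37 °C | Probe or stimulus: PMA with ionomycin | Compound dosing: One dose, 3 µM | Detection: Luciferase luminescence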
# D1 mod = D1 CRE-luciferase signal change, two-sided – cell-based, HEK293 D1, dopamine EC30, D1 allosteric modulator project, primary screen; actives 5.9% (n = 58,000); dopamine EC30 potentiation; actives deviate in either direction; AID 641, 2007; B-score at 10 µM; D(1A) dopamine receptor (Homo sapiens), P21728;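 active = luminescence count or its row- and column-corrected plate score outside the 99.7% band of the plate's sample wells, on either side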
# 5HT1a antag = human 5-HT1a receptor antagonists, primary screen, cell-based, CHO, Ga15 NFAT-bla reporter | CHO 5-HT1a Ga15 NFAT-bla reporter, antagonist mode | inhibition, % at 10 µM | AID 612, 2007 | actives 0.68% (n = 62,000);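 active = inhibition above the mean of all tested compounds plus 3 SD, cut at about 43% in these data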;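 note: receptor stimulated by 5-CT agonist at 100 nM near EC80; beta-lactamase reporter measured by ratiometric fluorescence of a cleavable substrate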
# * = called active by the depositor; / = not tested or not shown.
# Every second line gives: S1P1 ag pot | 5HT1E antag | S1P3 agonist | 5HT1E ag | Jurkat tox 60K | 5HT1a ag | HEK293 NFkB inh | D1 mod | 5HT1a antag
1: COc1ccc(NC(=O)COC(=O)c2cnccn2)cc1Cl
 : 9 | 4 | 0.2 | 1.1 | 0 | -2.0 | 13 | / | -8
2: Cc1ccc(C(=O)CSc2nc3cccnc3n2C)cc1
 : -5 | -2 | -0.9 | -0.2 | 12 | -0.4 | 5 | / | -5
3: CCOC(=O)N1CCN(S(=O)(=O)c2ccc(C(=O)Nc3sc4c(c3C#N)CCC4)cc2)CC1
 : -8 | -12 | -1.0 | 0.3 | 0 | -2.0 | 0 | 0.5 | -4
4: CCCCn1c2c(c(=N)c3c1CCC3)CCC2
 : 2 | -5 | -1.7 | -0.4 | 69* | -3.6 | 10 | -1.7 | -5
5: C=C1c2cc(OC)ccc2NC(=O)N1CC
 : -5 | 10 | -4.1 | 0.7 | / | 1.4 | / | / | /
6: O=C(Nc1cc(Cl)ccc1O)c1cc2n(n1)C(C(F)(F)F)CC(c1ccc3c(c1)OCO3)N2 (stereo not drawn)
 : / | -4 | 0.1 | 0.4 | -1 | 0.5 | 20 | -0.81 | 1
7: Cn1c(=O)[nH]c(=O)c2c1nc(Br)n2CC(O)c1ccccc1 (stereo not drawn)
 : -12 | -9 | 0.1 | 0.7 | -5 | -1.0 | 2 | -0.022 | 5
8: CCCc1nc(SCC(=O)N2CCN(c3ccccc3)CC2)c2c(=O)n(C)c(=O)n(C)c2n1
 : 14 | 4 | -0.3 | 0.9 | 1 | 1.8 | 0 | -1.6 | -8
9: CCOC(=O)Cc1c(C)c2c(O)cc(O)cc2oc1=O
 : / | -2 | / | 1.9 | / | 3.2 | 4 | 0.24 | -7
10: CCCCCN=C(C)c1c(O)c2ccccc2oc1=O
 : -14 | 8 | 0.1 | -0.3 | -10 | 0.3 | -6 | 2.7 | -18
11: Cn1c(=O)c2ncn(CC(=O)Nc3cc(C(F)(F)F)ccc3N3CCOCC3)c2n(C)c1=O
 : -17 | 1 | -0.4 | -0.9 | 1 | -0.7 | 11 | 2 | -8
12: O=c1c(O)c(-c2ccc(O)cc2O)oc2cc(O)cc(O)c12
 : -12 | -103 | -3.4 | 0.2 | / | 0.2 | / | 0.058 | /
13: CCOCCCNC(=O)C1CCN(C(=O)Nc2ccc(C)cc2)CC1
 : 6 | 2 | 0.1 | -0.8 | -2 | -1.5 | 10 | -1.2 | -6
14: O=C(N1CCCCCC1)N1CCN(S(=O)(=O)N2CCCCC2)CC1
 : 12 | -2 | 0.3 | -0.1 | -2 | 0.1 | 14 | 0.9 | -8
15: O=C(NCc1ccccc1)C1CC2CCCC(C1)C2=O (stereo not drawn)
 : -24 | -1 | 0.4 | -0.3 | -5 | 0.5 | 8 | 0.76 | -8

# Additional structures follow.
# Every second line gives: S1P1 ag pot | 5HT1E antag | S1P3 agonist | 5HT1E ag | Jurkat tox 60K | 5HT1a ag | HEK293 NFkB inh | D1 mod | 5HT1a antag
16: O=C1c2ccccc2C(Nc2ccc3c(c2)OCCO3)N1Cc1ccco1 (stereo not drawn)
 : 3 | 15 | -0.4 | 0.1 | 13 | -1.7 | 8 | -1.9 | 10
17: CCOC(=O)CN(C(=O)CSc1nnc(COc2ccc(OC)cc2)n1C)c1ccccc1
 : 1 | -8 | -1.8 | -0.1 | -1 | 0.5 | 8 | / | 5
18: CN(C)CCCn1c(N)c(C#N)c2nc(C#N)c(C#N)nc21
 : -30 | -3 | 1.1 | 3.5 | 2 | 7.0 | 18 | -0.97 | -28
19: CCN(CC)C(=O)CSc1nc2sc(C)c(C)c2c(=O)[nH]1
 : 3 | 8 | -1.4 | 0.3 | -4 | 0.8 | 16 | / | 4
20: O=C(NCC1CCCO1)C1CCC(=O)N1Cc1ccccc1Cl (stereo not drawn)
 : 0 | 1 | -0.5 | -0.7 | 3 | -1.8 | 4 | -0.17 | 10
21: OCCCc1nc2n(n1)C(c1ccccc1Cl)C=C(c1cccs1)N2 (stereo not drawn)
 : 23 | 50* | -0.7 | -0.8 | 10 | -4.0 | 17 | 0.0074 | 44*
22: Cc1ccc(NC(=O)C2CCCN(S(=O)(=O)c3cnc[nH]3)C2)cc1F (stereo not drawn)
 : -13 | -1 | -0.4 | 0.8 | -7 | -2.8 | 6 | -0.39 | -1
23: COc1ccc(C(=O)Nc2cccc(C(C)=O)c2)cc1S(=O)(=O)N1CCOCC1
 : -26 | 10 | -0.3 | -0.3 | 3 | -2.1 | -4 | 0.76 | -7
24: CSCC[C@H](NC(=O)Nc1ccc(C)cc1)C(=O)O
 : 0 | -8 | -0.1 | 0.8 | -8 | 0.1 | 6 | -0.78 | -19
25: COc1ccc(S(=O)(=O)NCCC(=O)NC2CCCCCCC2)cc1
 : -17 | -13 | 0.5 | 3.4 | 1 | -6.2 | 4 | -0.45 | -7
26: O=C(CN1CCN(c2ccccc2F)CC1)c1ccc2c(c1)OCO2
 : -16 | -9 | 0.0 | 6.0 | -3 | -1.1 | -4 | -1.2 | 23
27: Cc1cnnc2c1-c1no[n+]([O-])c1CC2
 : / | 4 | -0.5 | -0.2 | -6 | -0.9 | 4 | 0.8 | 7
28: Cc1ccc(NC(=O)CC2Oc3ccc(C)cc3NC2=O)cc1 (stereo not drawn)
 : -20 | 12 | -0.2 | -0.1 | 2 | -2.5 | 8 | 0.0073 | 3
29: Cc1cc(=O)n2nc(-c3ccccc3)sc2n1
 : -8 | -8 | -1.5 | 0.4 | 3 | 0.4 | -4 | -0.8 | -5
30: CC(=O)c1ccc(NC(=O)c2noc3c2CCCCC3)cc1
 : 2 | -21 | 0.6 | 0.7 | -6 | -0.2 | -31 | -2.1 | -15

# The results go on:
nr | compound | S1P1 ag pot | 5HT1E antag | S1P3 agonist | 5HT1E ag | Jurkat tox 60K | 5HT1a ag | HEK293 NFkB inh | D1 mod | 5HT1a antag
31 | C/C(N)=C(/C#N)C(=O)CSc1nc2cc(Cl)ccc2s1 | 62 | 8 | 0.0 | 0.0 | 0 | -2.8 | -2 | -0.017 | 0
32 | COc1ccc(C)cc1NC(=O)CN(Cc1nnc(-c2ccc(Cl)cc2)o1)C1CCCC1 | 6 | -24 | 0.0 | 0.9 | -5 | 3.9 | 8 | 0.037 | 15
33 | Cc1cccc(Nc2nc3c(c(=O)n(C)c(=O)n3C)n2Cc2ccccc2)c1 | -28 | 3 | 0.2 | 0.1 | -3 | -1.0 | 18 | 22* | 13
34 | Cc1cnc(C(=O)Nc2ccc(C(=O)N(C)C3CCCCC3)cc2)cn1 | / | 7 | / | -0.3 | / | 0.2 | 23 | -0.5 | 8
35 | Cc1ccc2c(CC(=O)NCc3ccc4c(c3)OCO4)coc2c1 | -5 | 1 | 0.0 | 0.3 | 6 | -1.4 | 6 | -0.3 | 5
36 | Nc1ccc(N2CCCCC2)cc1N1CCCCC1 | 12 | 8 | -1.1 | -1.6 | 22 | -3.5 | 15 | 0.96 | 14
37 | Cn1c(CCN2CCCCC2)nc2cc(NS(=O)(=O)c3ccc(Cl)cc3)ccc21 | -3 | -4 | -0.5 | 0.7 | 3 | 0.6 | 25 | -1.3 | 10
38 | CN(C(=O)c1cc2n(n1)C(C(F)(F)F)CC(c1ccco1)N2)c1ccc(OC(F)(F)F)cc1 (stereo not drawn) | 2 | -13 | -1.5 | -0.8 | 2 | -3.3 | 12 | 0.78 | 2
39 | CCC(=O)N1c2ccc(S(=O)(=O)N(CCO)Cc3ccccc3)cc2CC1C (stereo not drawn) | -16 | 5 | -1.3 | -0.5 | 0 | -1.2 | 10 | 0.49 | -1
40 | CCN1c2ccccc2NC2N=C(OC)C(c3ccccc3)C21 (stereo not drawn) | -10 | 5 | -0.3 | 0.9 | 2 | -2.9 | 0 | -2.1 | 18

# The list continues:
nr | compound | S1P1 ag pot | 5HT1E antag | S1P3 agonist | 5HT1E ag | Jurkat tox 60K | 5HT1a ag | HEK293 NFkB inh | D1 mod | 5HT1a antag
41 | CC(=O)n1c2ccccc2c2c1c1ccccc1n2C | -19 | 21 | -1.5 | 0.5 | 6 | -2.0 | 7 | 0.47 | 4
42 | CNC(=O)NC(=O)CSc1cccc(C(F)(F)F)c1 | 31 | 14 | -0.9 | -0.3 | 5 | -2.7 | 15 | -0.68 | -2
43 | COC(=O)COc1cccc(NC(=O)c2ccccc2)c1 | / | -12 | 0.0 | 0.7 | -6 | -0.5 | 6 | -0.8 | -10
44 | COc1ccc(C)cc1NC(=O)c1cnc2n(c1=O)CCS2 | 12 | -3 | 0.1 | 0.6 | -6 | -0.3 | -10 | -0.15 | 0
45 | O=C(Nc1ccc(-c2cn3ccsc3n2)cc1)C1COc2ccccc2O1 (stereo not drawn) | -9 | 1 | 0.1 | 0.3 | -6 | -1.8 | -11 | -1.4 | -2
46 | CN1CCN(C(=O)c2ccc3c(=O)n(CCc4ccccc4)c(=S)[nH]c3c2)CC1 | -2 | -2 | 0.5 | 0.6 | 0 | -0.8 | 9 | -0.21 | -3
47 | Cc1ccc(C)c(-n2c(CNC(=O)c3ccco3)nnc2SCC(=O)Nc2nccs2)c1 | -30 | -3 | -0.1 | -0.7 | 4 | -1.2 | -2 | 2.7 | 0
48 | CCC(C)(C)NC(=O)C(c1ccccc1F)N(Cc1ccco1)C(=O)c1csnn1 (stereo not drawn) | 9 | -2 | 0.3 | -0.3 | 0 | 2.1 | 17 | -1.9 | 5
49 | Cc1nc2c3ccccc3n(CC(=O)c3ccc(F)cc3)c(=O)n2n1 | -4 | -1 | -1.1 | 0.0 | 2 | -1.7 | -2 | 0.59 | 12
50 | CCCCOC(=O)Nc1ccc(S(=O)(=O)Nn2cnnc2)cc1 | -22 | 3 | 0.0 | 0.5 | -2 | -1.3 | 10 | -0.54 | -4
51 | CCC(=O)N1CCN(CCN=Cc2c(O)n(C3CCCCC3)c(=O)n(C3CCCCC3)c2=O)CC1 | -8 | -4 | -1.2 | 0.1 | -11 | -0.3 | 6 | -0.13 | -1
52 | COc1cc2c(cc1OC)C(C)N(C(=O)c1cc3ccccc3o1)CC2 (stereo not drawn) | 73 | 17 | -1.3 | -1.0 | 28* | -3.6 | 9 | 15* | 13
53 | CCOC(=O)c1ccc(NC(=O)CCc2nc(-c3cccc(C)c3)no2)cc1 | 40 | -8 | -0.7 | -0.4 | 6 | 1.9 | 8 | -0.22 | -1

# Screening data from PubChem BioAssay.
